Screening results deposited in PubChem BioAssay by Broad Institute.
TcdB GH inh: TcdB glycohydrolase inhibition. AID 652162. inhibition, % at 9.99 µM. TcdB glycohydrolase enzymatic assay, plate reader. 350,000 compounds, 0.24% hits; in the data active = inhibition above about 10%
Target sequence (P18177 whole entry, looked up): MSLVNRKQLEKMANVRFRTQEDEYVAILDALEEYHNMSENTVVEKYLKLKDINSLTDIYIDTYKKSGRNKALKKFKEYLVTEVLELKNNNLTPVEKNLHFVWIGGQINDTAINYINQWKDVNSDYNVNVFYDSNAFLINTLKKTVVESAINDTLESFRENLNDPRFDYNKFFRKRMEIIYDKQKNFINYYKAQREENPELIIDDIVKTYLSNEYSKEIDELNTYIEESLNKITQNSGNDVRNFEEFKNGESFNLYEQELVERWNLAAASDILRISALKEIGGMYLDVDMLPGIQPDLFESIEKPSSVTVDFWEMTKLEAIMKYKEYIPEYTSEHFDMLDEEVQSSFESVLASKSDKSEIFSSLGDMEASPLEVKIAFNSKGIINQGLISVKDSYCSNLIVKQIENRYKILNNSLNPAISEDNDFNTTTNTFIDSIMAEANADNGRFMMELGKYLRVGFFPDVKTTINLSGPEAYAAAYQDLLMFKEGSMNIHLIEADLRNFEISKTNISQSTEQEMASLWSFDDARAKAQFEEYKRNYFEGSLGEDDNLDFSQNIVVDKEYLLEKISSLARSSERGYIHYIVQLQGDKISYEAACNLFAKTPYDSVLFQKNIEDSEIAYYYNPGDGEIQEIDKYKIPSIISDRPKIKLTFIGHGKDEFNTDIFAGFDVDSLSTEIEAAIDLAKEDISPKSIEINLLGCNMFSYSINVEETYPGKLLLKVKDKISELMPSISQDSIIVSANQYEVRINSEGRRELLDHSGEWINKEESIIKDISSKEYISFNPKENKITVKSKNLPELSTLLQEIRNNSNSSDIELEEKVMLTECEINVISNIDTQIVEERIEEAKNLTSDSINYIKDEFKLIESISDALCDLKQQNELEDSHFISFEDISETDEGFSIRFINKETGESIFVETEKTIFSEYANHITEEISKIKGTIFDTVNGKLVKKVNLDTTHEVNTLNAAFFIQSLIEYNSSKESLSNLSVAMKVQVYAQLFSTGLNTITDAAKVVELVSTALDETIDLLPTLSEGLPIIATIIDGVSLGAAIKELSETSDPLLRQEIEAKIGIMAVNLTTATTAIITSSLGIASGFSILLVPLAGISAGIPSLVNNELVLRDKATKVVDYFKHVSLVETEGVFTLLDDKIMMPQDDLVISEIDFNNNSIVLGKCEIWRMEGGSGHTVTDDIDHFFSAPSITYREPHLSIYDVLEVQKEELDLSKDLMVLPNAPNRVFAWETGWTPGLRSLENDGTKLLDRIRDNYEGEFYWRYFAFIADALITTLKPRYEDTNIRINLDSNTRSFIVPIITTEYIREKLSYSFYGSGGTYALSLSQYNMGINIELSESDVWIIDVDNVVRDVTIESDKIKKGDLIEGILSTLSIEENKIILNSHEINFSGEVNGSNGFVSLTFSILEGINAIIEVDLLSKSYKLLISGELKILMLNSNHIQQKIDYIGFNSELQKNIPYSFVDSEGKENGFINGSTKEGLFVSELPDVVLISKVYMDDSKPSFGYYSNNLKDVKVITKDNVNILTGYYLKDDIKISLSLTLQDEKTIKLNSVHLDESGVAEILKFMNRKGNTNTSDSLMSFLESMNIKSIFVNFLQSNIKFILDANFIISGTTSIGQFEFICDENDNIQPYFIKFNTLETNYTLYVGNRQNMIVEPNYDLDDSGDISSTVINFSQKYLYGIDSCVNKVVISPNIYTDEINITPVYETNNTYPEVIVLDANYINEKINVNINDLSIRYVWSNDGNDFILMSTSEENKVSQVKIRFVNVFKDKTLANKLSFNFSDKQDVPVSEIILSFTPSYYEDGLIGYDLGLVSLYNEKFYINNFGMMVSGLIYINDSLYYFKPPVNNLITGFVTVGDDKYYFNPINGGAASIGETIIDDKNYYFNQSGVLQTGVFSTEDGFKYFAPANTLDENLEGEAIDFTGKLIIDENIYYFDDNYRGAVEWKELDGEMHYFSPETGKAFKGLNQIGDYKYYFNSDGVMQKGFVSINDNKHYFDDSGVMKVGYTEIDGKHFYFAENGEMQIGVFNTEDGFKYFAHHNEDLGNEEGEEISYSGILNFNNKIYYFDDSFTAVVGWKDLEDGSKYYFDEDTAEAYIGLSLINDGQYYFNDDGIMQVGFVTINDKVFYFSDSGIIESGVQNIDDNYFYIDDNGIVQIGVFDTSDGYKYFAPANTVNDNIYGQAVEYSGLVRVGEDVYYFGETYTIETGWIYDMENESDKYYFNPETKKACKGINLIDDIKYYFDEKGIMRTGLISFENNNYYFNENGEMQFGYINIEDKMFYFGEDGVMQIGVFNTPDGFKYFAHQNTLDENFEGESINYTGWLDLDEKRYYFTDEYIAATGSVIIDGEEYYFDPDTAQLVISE
* = called active by the depositor.

SMILES	TcdB GH inh
Cc1ccc(S(=O)(=O)Nc2ccc3c(c2)C(=O)N([C@H](C)CO)C[C@H](C)[C@H](CN(C)C(=O)Nc2ccc(F)cc2)OCCCC[C@@H](C)O3)cc1	1.4
COC(=O)C[C@@H]1CC[C@@H]2[C@@H](COc3ccc(NC(=O)C4CC4)cc3C(=O)N2C)O1	-0.4
Cc1ccc(S(=O)(=O)Nc2ccc3c(c2)C(=O)N([C@H](C)CO)C[C@@H](C)[C@@H](CN(C)Cc2ccncc2)O3)cc1	-0.1
O=C(NCCc1ccncc1)[C@H]1[C@H](CO)[C@H]2Cn3c(ccc(-c4cccnc4)c3=O)[C@H]2N1C(=O)C1CC1	-3.0
O=C(Nc1ccc(Cl)c(Cl)c1)N[C@H]1CC[C@H](CCn2cc(C3CCCC3)nn2)O[C@H]1CO	-1.1
CCC(=O)N[C@@H]1C=C[C@H](CC(=O)NCc2ccccc2F)O[C@H]1CO	-0.5
CO[C@@H](CN(C)Cc1ccc2c(c1)OCO2)[C@@H](C)CN(C(=O)Nc1ccc(F)cc1)[C@H](C)CO	-1.0
N#C[C@H]1[C@@H](c2ccccc2-c2cccc(F)c2)[C@@H](CO)N1C(=O)C1CC1	0.1
COc1cccc(-c2ccc([C@H]3[C@H](CO)N4C(=O)CN(C(=O)C5CC5)C[C@@H]34)cc2)c1	0.3
C[C@H](CO)N1C[C@H](C)[C@@H](CN(C)Cc2ccc(Oc3ccccc3)cc2)Oc2c(NC(=O)Nc3ccc(C(F)(F)F)cc3)cccc2C1=O	0.4
C/C=C/c1ccc([C@H]2[C@@H](CO)N(C(=O)C3CC3)[C@H]2CNC(=O)NC(C)C)cc1	2.6
C[C@@H]1CN([C@H](C)CO)C(=O)c2cc(NC(=O)NC3CCCCC3)ccc2O[C@H]1CN(C)S(=O)(=O)c1cccs1	-0.2
O=C(N[C@@H]1CC[C@@H](CCn2cc(C3(O)CCCC3)nn2)O[C@@H]1CO)c1ccccc1F	1.1
C[C@@H]1CN([C@@H](C)CO)C(=O)c2cc(NC(=O)CCCCCC(=O)Nc3ccccc3N)ccc2O[C@H]1CN(C)C(=O)Nc1ccc(F)cc1	1.4
C[C@H](CO)N1C[C@H](C)[C@H](CN(C)Cc2ccc(Cl)c(Cl)c2)Oc2c(NC(=O)C3CC3)cccc2C1=O	1.0
O=S(=O)(N[C@H]1CC[C@H](CCn2cc(-c3cccc(F)c3)nn2)O[C@H]1CO)c1ccccc1	0.4
COc1ccc(CNC(=O)C[C@@H]2C[C@H]3c4cc(N(C)C)ccc4O[C@H]3[C@@H](CO)O2)cc1	-54
CCCC#Cc1cnc2c(c1)C(=O)N([C@H](C)CO)C[C@@H](C)[C@@H](CN(C)S(C)(=O)=O)O2	0.3
C[C@H]1CN([C@@H](C)CO)C(=O)c2cccc(NS(C)(=O)=O)c2O[C@H]1CN(C)S(C)(=O)=O	-1.3
Cc1noc(C)c1NC(=O)N(C)C[C@@H]1OCCCC[C@H](C)Oc2ccc(NS(=O)(=O)c3ccc(F)cc3)cc2C(=O)N([C@@H](C)CO)C[C@H]1C	0.3
CN(C)C(=O)C[C@@H]1C=C[C@@H](NC(=O)C2CC2)[C@H](CO)O1	-1.0
COc1ccc(NC(=O)N2CC[C@@H]3[C@@H](CO)N(C)c4ccc(-c5ccccc5F)cc4[C@@H]32)cc1	-1.0
COC(=O)C[C@H]1C[C@@H]2c3cc(NC(=O)Cc4ccncc4)ccc3O[C@@H]2[C@@H](CO)O1	0.3
C[C@@H]1CN([C@H](C)CO)C(=O)c2cc(NC(=O)C3CCCCC3)ccc2O[C@@H]1CN(C)S(=O)(=O)c1cn(C)cn1	-0.3
COc1ccc(NC(=O)N(C)C[C@H]2Oc3ncc(C4=CCCC4)cc3C(=O)N([C@H](C)CO)C[C@H]2C)cc1	0.9

7 entries from above in another layout.
canonical_smiles | TcdB GH inh
Cc1ccc(S(=O)(=O)Nc2ccc3c(c2)C(=O)N([C@H](C)CO)C[C@@H](C)[C@@H](CN(C)Cc2ccncc2)O3)cc1 | -0.1
COC(=O)C[C@@H]1CC[C@@H]2[C@@H](COc3ccc(NC(=O)C4CC4)cc3C(=O)N2C)O1 | -0.4
C[C@H](CO)N1C[C@H](C)[C@H](CN(C)Cc2ccc(Cl)c(Cl)c2)Oc2c(NC(=O)C3CC3)cccc2C1=O | 1.0
O=S(=O)(N[C@H]1CC[C@H](CCn2cc(-c3cccc(F)c3)nn2)O[C@H]1CO)c1ccccc1 | 0.4
Cc1noc(C)c1NC(=O)N(C)C[C@@H]1OCCCC[C@H](C)Oc2ccc(NS(=O)(=O)c3ccc(F)cc3)cc2C(=O)N([C@@H](C)CO)C[C@H]1C | 0.3
C/C=C/c1ccc([C@H]2[C@@H](CO)N(C(=O)C3CC3)[C@H]2CNC(=O)NC(C)C)cc1 | 2.6
C[C@@H]1CN([C@@H](C)CO)C(=O)c2cc(NC(=O)CCCCCC(=O)Nc3ccccc3N)ccc2O[C@H]1CN(C)C(=O)Nc1ccc(F)cc1 | 1.4

More compounds follow.
SMILES	TcdB GH inh
COc1ccccc1NC(=O)N1C[C@@H](O)COC[C@@H]2O[C@@H](CC(=O)N3CCC(Cc4ccccc4)CC3)CC[C@H]21	-0.1
C[C@@H]1CN([C@H](C)CO)C(=O)c2cc(N(C)C)ccc2O[C@@H]1CN(C)C	-5.6
C/C=C/c1cnc2c(c1)C(=O)N([C@H](C)CO)C[C@@H](C)[C@@H](CN(C)S(=O)(=O)c1ccc(OC)cc1)O2	1.2
C/C=C/c1cnc2c(c1)C(=O)N([C@@H](C)CO)C[C@@H](C)[C@H](CN(C)C(=O)Nc1cccc(OC)c1)O2	-1.3
CO[C@H]1CN(C)C(=O)c2cc(NS(=O)(=O)CC(F)(F)F)ccc2OC[C@@H](C)N(C)C[C@@H]1C	1.2
COC(=O)[C@@H]1[C@@H](CO)[C@@H]2Cn3c(ccc(C4=CCCC4)c3=O)[C@H]1N2CC1CCCC1	-12
CCCN1[C@@H]2Cn3c(ccc(-c4ccncc4)c3=O)[C@H]1[C@@H](C(=O)NCCc1cn(C)cn1)[C@@H]2CO	0.8
COc1ccc(NC(=O)N(C)C[C@@H]2Oc3c(NC(=O)c4ccncc4)cccc3C(=O)N([C@@H](C)CO)C[C@@H]2C)cc1	-0.3
O=C(Nc1cccc(F)c1)N1CC(=O)N2[C@H](C1)[C@H](c1ccc(C#CC3CC3)cc1)[C@@H]2CO	0.5
C[C@H]1CN([C@@H](C)CO)C(=O)c2cc(NS(=O)(=O)c3cccs3)ccc2O[C@@H]1CN(C)Cc1ccc(-c2ccccc2)cc1	0.4
CC(=O)N1[C@H](CO)[C@H](c2ccccc2)[C@@H]1CN(C)S(=O)(=O)c1ccccc1	0.4
CO[C@@H]1CN(C)C(=O)c2cc(NC(=O)C3CC3)ccc2OC[C@H](C)N(Cc2cc(F)ccc2F)C[C@@H]1C	0.4
CCC(=O)N(C)C[C@H]1Oc2cc(C#CC(C)(C)O)ccc2S(=O)(=O)N([C@@H](C)CO)C[C@H]1C	-0.5
C[C@H](CO)N1C[C@H](C)[C@@H](CN(C)Cc2ccccc2)Oc2ccc(NS(=O)(=O)c3ccc(F)cc3)cc2CC1=O	1.6
CCC(=O)Nc1ccc2c(c1)OC[C@@H](C)N(Cc1ccccc1)C[C@@H](C)[C@@H](OC)CN(C)C2=O	-6.7
C[C@H]1CN([C@@H](C)CO)C(=O)c2cccc(NC(=O)Nc3ccc(C(F)(F)F)cc3)c2O[C@H]1CN(C)S(C)(=O)=O	3.5
Cc1noc(C)c1S(=O)(=O)N(C)C[C@@H]1Oc2ccc(NS(=O)(=O)c3ccc(F)cc3)cc2CC(=O)N([C@H](C)CO)C[C@@H]1C	0.5
COc1ccccc1-c1ccc([C@@H]2[C@@H](CO)N3CCCCN(C(=O)CN4CCOCC4)C[C@@H]23)cc1	0.0
O=C(C[C@H]1CC[C@@H]2[C@H](COC[C@@H](O)CN2C(=O)C2CCCC2)O1)NCc1ccncc1	-10
O=C1CN(S(=O)(=O)Cc2ccccc2)C[C@@H]2[C@@H](c3ccc(C#Cc4ccc(F)cc4)cc3)[C@H](CO)N12	1.3
CC(=O)N(C)C[C@@H]1[C@H](c2ccc(-c3ccccc3F)cc2)[C@H](CO)N1C(C)=O	1.4
C[C@@H](NC(=O)[C@@H]1[C@@H](CO)[C@@H]2Cn3c(ccc(-c4ccccc4)c3=O)[C@H]1N2C)c1ccccc1	-1.0
C[C@@H]1CN([C@H](C)CO)S(=O)(=O)c2ccc(-c3ccncc3)cc2O[C@@H]1CN(C)Cc1ccc(Oc2ccccc2)cc1	11*
O=C(C[C@H]1CC[C@H]2[C@@H](COC[C@@H](O)CN2Cc2ccc(F)cc2)O1)N1CCc2ccccc2C1	-5.8
CC(C)NC(=O)Nc1ccc2c(c1)C(=O)N([C@@H](C)CO)C[C@H](C)[C@H](CN(C)Cc1ccncc1)O2	0.1
SMILES	TcdB GH inh
CCN1[C@H](C(=O)NC2CCCC2)[C@@H](CO)[C@@H]2Cn3c(ccc(-c4ccccc4F)c3=O)[C@@H]21	0.9
COCCNC(=O)C[C@H]1C[C@@H]2c3cc(N(C)C)ccc3O[C@@H]2[C@H](CO)O1	-47
C[C@H](CO)N1C[C@H](C)[C@@H](CN(C)Cc2ccc3c(c2)OCO3)OCCCC[C@H](C)Oc2ccc(NC(=O)Nc3ccc(C(F)(F)F)cc3)cc2C1=O	0.5
CN1C(=O)c2cc(NC(=O)Cc3ccccc3)ccc2OC[C@@H]2O[C@H](CC(=O)O)CC[C@H]21	-0.5
C[C@@H]1CN([C@@H](C)CO)C(=O)c2cc(NC(=O)Nc3ccc4c(c3)OCO4)ccc2O[C@@H](C)CCCCO[C@@H]1CN(C)C(=O)C1CCCCC1	0.6
C[C@H]1CN([C@@H](C)CO)C(=O)c2c(c3ccccc3n2C)-c2ccccc2CO[C@@H]1CN(C)S(=O)(=O)c1cccc(F)c1	-3.9
C[C@@H]1CN([C@H](C)CO)C(=O)c2cc(NC(=O)NC3CCCCC3)ccc2O[C@@H](C)CCCCO[C@H]1CN(C)Cc1ccncc1	2.2
CNC[C@H]1Oc2ccc(NS(C)(=O)=O)cc2C(=O)N([C@@H](C)CO)C[C@H]1C	0.5
C[C@@H]1CCCCO[C@H](CN(C)S(=O)(=O)c2ccccc2)[C@H](C)CN([C@@H](C)CO)C(=O)c2cc(NC(=O)Nc3cccc4ccccc34)ccc2O1	-3.1
COc1cccc(C#Cc2ccc([C@H]3[C@H]4CN(C(C)=O)CC(=O)N4[C@H]3CO)cc2)c1	1.4
C[C@H](CO)N1C[C@H](C)[C@@H](CN(C)S(=O)(=O)c2ccc(F)cc2)Oc2ccc(NS(=O)(=O)c3cn(C)cn3)cc2C1=O	-0.5
COc1cccc(-c2ccc([C@H]3[C@H](CO)N4C(=O)CN(C(=O)C5CCC5)C[C@@H]34)cc2)c1	1.7
OC[C@@H]1[C@@H](c2ccccc2)C2(CN(CC3CCOCC3)C2)N1Cc1cncnc1	0.0
C/C=C/c1ccc([C@H]2[C@@H](CN(C)C(=O)C3CC3)N(C(=O)C3CC3)[C@H]2CO)cc1	-2.0
O=C(C1CCCC1)N1CC2(C1)[C@@H](c1ccccc1)[C@H](CO)N2CCC(F)(F)F	0.9
Cc1cccc(S(=O)(=O)N2C[C@H]3[C@@H](c4ccccc42)[C@H](CO)N3C(=O)C2CC2)c1	0.7
CCNC(=O)Nc1ccc2c(c1)C(=O)N(C)[C@H]1CC[C@@H](CC(=O)NCC3CCCCC3)O[C@@H]1CO2	-2.9
C[C@@H]1CN([C@H](C)CO)S(=O)(=O)c2ccc(C#CCN(C)C)cc2O[C@@H]1CN(C)C(=O)C1CCC1	-0.1
CCC(=O)N1CC2(C1)[C@@H](c1ccccc1)[C@@H](CO)N2C(=O)c1ccncc1	1.2
O=C([C@@H]1[C@@H](CO)[C@@H]2Cn3c(cccc3=O)[C@H]1N2C(=O)CC1CC1)N1CCc2ccccc2C1	0.0
C/C=C/c1ccc([C@H]2[C@@H](CO)N(C(C)=O)[C@@H]2CN(CC(C)C)C(=O)CC)cc1	0.5
O=C(NC1CCCC1)N1CCCCN2[C@@H](CO)[C@H](c3ccc(/C=C/c4ccccc4)cc3)[C@@H]2C1	0.7
COc1ccc2c3c([nH]c2c1)[C@H](CO)N(C(=O)c1ccc(F)cc1)CC31CCN(C)CC1	-0.9
C[C@@H]1CCCCO[C@@H](CN(C)S(=O)(=O)c2ccc(Cl)cc2)[C@@H](C)CN([C@@H](C)CO)C(=O)c2cc(NC(=O)CCC(F)(F)F)ccc2O1	0.1
CC(C)NC(=O)N[C@@H]1CC[C@@H](CC(=O)N2CCCCC2)O[C@@H]1CO	1.3

Filtered by structure: those above with a thiophene ring, fused or not
SMILES	TcdB GH inh
C[C@@H]1CN([C@H](C)CO)C(=O)c2cc(NC(=O)NC3CCCCC3)ccc2O[C@H]1CN(C)S(=O)(=O)c1cccs1	-0.2
C[C@H]1CN([C@@H](C)CO)C(=O)c2cc(NS(=O)(=O)c3cccs3)ccc2O[C@@H]1CN(C)Cc1ccc(-c2ccccc2)cc1	0.4

Following part:
SMILES	TcdB GH inh
O=C(C[C@@H]1CC[C@H]2[C@@H](COC[C@@H](O)CN2Cc2ccc(Cl)cc2)O1)NCc1ccccc1Cl	0.9
COc1ccc(S(=O)(=O)N(C)C[C@H]2Oc3c(NC(=O)NC(C)C)cccc3C(=O)N([C@@H](C)CO)C[C@H]2C)cc1	-0.1
CC(C)NC(=O)N(C)C[C@@H]1OCCCC[C@H](C)Oc2ccc(NC(=O)Nc3ccc(F)cc3)cc2C(=O)N([C@H](C)CO)C[C@@H]1C	-1.0
C[C@H](CO)N1C[C@H](C)[C@@H](CN(C)S(=O)(=O)c2ccccc2F)Oc2cc(-c3ccncc3)ccc2S1(=O)=O	0.1
C[C@@H]1CCCCO[C@H](CN(C)C(=O)Nc2ccc(F)cc2)[C@@H](C)CN([C@H](C)CO)C(=O)c2cc(NC(=O)Nc3ccc(F)cc3)ccc2O1	-0.2
COc1ccc(CNC(=O)C[C@H]2CC[C@@H](NC(=O)Nc3ccc4c(c3)OCO4)[C@H](CO)O2)cc1	-2.6
COc1ccc(CN(C)C[C@H]2Oc3ccc(NC(=O)Nc4ccc(OC)cc4)cc3CC(=O)N([C@H](C)CO)C[C@H]2C)cc1	1.4
CO[C@@H]1CN(C)C(=O)c2cc(NS(=O)(=O)c3ccccc3)ccc2OC[C@@H](C)N(Cc2cccnc2)C[C@H]1C	0.0

The list is partial (hit frequency here may not be typical).
